High-throughput results (PubChem BioAssay)
ABCB6 inh MLPCN – human ABCB6 transporter inhibition; Q9NP58; K562-ABCB6 porphyrin accumulation, flow cytometry, 1 h; hits give low values; fluorescence ratio to DMSO, % at 10 µM; actives 0.19% (n = 360,000);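 active = fluorescence ratio to DMSO below 75%, the collection mean minus 3 SD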;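 also: signal is porphyrin accumulated inside mitochondria; 100% equals median channel fluorescence of DMSO control wells; lower ratio means ABCB6 inhibition with less porphyrin fluorescence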
aDG glyco up – alpha-DG glycosylation activation; activation, % at 10 µM; actives 0.22% (n = 360,000); Pro5-aDG cells, alpha-DG glycosylation AlphaScreen (IIH6); 0% Pro5, 100% B10-LARGE cell signal; AID 624168;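 active = activation of at least 8% versus controls, or a plate z-score of at least 8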;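 also: Pro5 are CHO cells carrying HIG-tagged alpha-DG that lacks glycosylation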
MC4R barr agon – activates human MC4R beta-arrestin recruitment; AID 540308; U2OS MC4R beta-arrestin complementation, luminescence; percent of melanotan II response, DMSO zero; activation, % at 8.9 µM; actives 0.98% (n = 360,000); P32245;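 active = activation above a per-plate cutoff, the mean activation of sample wells on that plate plus 3 SD, cut at about 8% in these data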
Target sequence (P32245 whole entry, looked up): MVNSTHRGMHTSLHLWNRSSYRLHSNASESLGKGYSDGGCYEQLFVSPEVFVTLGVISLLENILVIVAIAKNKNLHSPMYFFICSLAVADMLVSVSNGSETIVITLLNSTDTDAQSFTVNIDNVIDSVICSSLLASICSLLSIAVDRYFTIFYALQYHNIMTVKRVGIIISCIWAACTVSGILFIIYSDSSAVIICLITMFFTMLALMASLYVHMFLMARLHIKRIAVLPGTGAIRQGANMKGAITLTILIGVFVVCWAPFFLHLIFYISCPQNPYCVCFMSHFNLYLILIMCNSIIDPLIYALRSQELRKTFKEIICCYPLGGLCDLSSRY
ABHD5 PLIN5 PPI – blocks binding of human ABHD5 to perilipin-5. Q00G26+Q8WTS1. Split G. princeps luciferase complementation, luminescence, 4 h. inhibition, % at 4 µM. actives 0.78% (n = 360,000);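 active = inhibition above the mean inhibition across every tested compound plus 3 SD, cut at about 22% in these data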;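 also: 0% = DMSO only wells and the 100% control is not disclosed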
Cardio protect – protects H9c2 cardiomyocytes from peroxide injury. H2O2 injury protection, ATPLite, 2 h. protection from H2O2 cell death, % at 20 µM. actives 0.63% (n = 360,000);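 active = compounds giving at least 50% protection of heart cells from peroxide-induced death in the single-dose screen, raw or plate-pattern-corrected value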;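 also: 0% = DMSO wells with peroxide and 100% = DMSO wells without peroxide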
MC4R antagonist – antagonists of human melanocortin 4 receptor (MC4R); P32245; MC4R-expressing cells, MTII-stimulated cAMP, LANCE TR-FRET; inhibition, % at 6.5 µM; actives 0.48% (n = 360,000); AID 540295;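 active = inhibition above its plate's cutoff, the mean of tested wells on that plate plus 3 SD, cut at about 29% in these data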;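 also: 0% = Melanotan II alone and 100% = Melanotan II plus saturating MCL0020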
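Material – human MC4R-expressing U2OS cells · Repeats – no replicates · Detection – TR-FRET with Eu-cAMP and labeled anti-cAMP, 671 nm · Times – compound 30 min, challenge 1 h, detection 1 h · Compound – single nominal compound dose of 6.5 µM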
Exocytosis inh – blocks lytic granule exocytosis; AID 651702; actives 0.66% (n = 360,000); TALL-104 LAMP-1 surface exposure, flow cytometry; cells stimulated with thapsigargin and PMA; inhibition, % at 10 µM;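 active = inhibition above about 55%, limit read from the data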
HTR2A ag – activates the mouse 5-HT2A serotonin receptor. CHO-K1 mHTR2A beta-arrestin complementation, luminescence; percent of 30 µM serotonin response. actives 0.66% (n = 360,000). activation, % at 7.6 µM. AID 624169;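 active = activation above a run cutoff, the mean activation of all tested compounds plus 3 SD, cut at about 14% in these data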;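 also: 0% = plate median of compound wells and 100% = 30 µM serotonin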
Target sequence (P35363 whole entry, looked up): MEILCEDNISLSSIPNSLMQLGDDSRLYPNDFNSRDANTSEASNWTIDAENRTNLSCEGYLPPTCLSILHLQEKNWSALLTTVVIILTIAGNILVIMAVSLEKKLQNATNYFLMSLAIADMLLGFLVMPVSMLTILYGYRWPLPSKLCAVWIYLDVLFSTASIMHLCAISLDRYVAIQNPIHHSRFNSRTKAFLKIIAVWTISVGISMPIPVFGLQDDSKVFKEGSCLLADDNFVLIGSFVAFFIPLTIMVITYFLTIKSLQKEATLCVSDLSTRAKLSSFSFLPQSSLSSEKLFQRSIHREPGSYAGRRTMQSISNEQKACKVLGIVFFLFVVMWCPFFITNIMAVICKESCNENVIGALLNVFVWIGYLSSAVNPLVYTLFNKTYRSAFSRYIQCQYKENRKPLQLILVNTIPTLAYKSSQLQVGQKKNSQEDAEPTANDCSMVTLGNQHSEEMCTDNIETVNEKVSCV
hiPSC survival – increases survival of single human iPS cells; hiPSC single-cell survival, ATPlite luminescence; 100% = ROCK inhibitor wells, 0% = DMSO; survival enhancement, % at 20 µM; actives 0.044% (n = 360,000); AID 602274; in the data active = survival enhancement above about 18%;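 also: cells exposed to compounds for 16 hours before the ATP read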
N-glyco inh – N-linked glycosylation inhibition | D54 ERlucT glycosylation luciferase reporter, 24 h; percent of 100 nM tunicamycin response | reporter increase, % at 12.5 µM | actives 0.23% (n = 360,000);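 active = mean luciferase reporter signal, scaled so untreated is 0 and the glycosylation-blocking control 100, at or above a set limit in every replicate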;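 also: luciferase carries N-glycosylation sites so blocking glycosylation raises the light; 0% = median of neutral control wells and 100% = median of 100 nM tunicamycin wells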
Active calls of the source: *.

Every second line gives: HTR2A ag	MC4R barr agon	Cardio protect	Exocytosis inh	ABHD5 PLIN5 PPI	hiPSC survival	ABCB6 inh MLPCN	MC4R antagonist	aDG glyco up	N-glyco inh
1: Cc1cccc(NC(=O)NC(C)C(c2ccccc2)N2CCN(C)CC2)c1 (stereo not drawn)
    -10	-1.8	5	0	1	-0.8	97	4	0.0	-2
2: O=C(O)c1ccc(NC(=S)Nc2ccc(S(=O)(=O)Nc3ccccn3)cc2)cc1
    -1	-0.1	-1	0	3	0.4	95	14	-0.2	1
3: CC(C)Cc1ccc(CN2CCCC(NC(=O)c3ccoc3)C2)cc1 (stereo not drawn)
    -10	2.5	-12	4	1	-0.4	103	14	0.6	-5
4: O=C1NC(=Nc2ccccc2)S/C1=C/c1cccnc1
    -2	-0.9	-2	5	3	1.0	97	2	0.0	2
5: CCn1c(SCc2ccc(F)cc2)nnc1C1CCN(S(=O)(=O)c2ccc(OC)cc2)CC1
    2	-1.3	-16	-2	0	-1.7	90	5	0.8	-4
6: CC(C)(C)c1ccc(C(=O)C=[N+]=[N-])cc1
    2	-1.8	14	3	-3	-3.8	96	12	0.5	3
7: O=C(Cn1c(=O)oc2cc(S(=O)(=O)NCc3ccccc3)ccc21)N1CCCC1
    -3	0.6	-1	-2	-4	0.2	97	6	-0.1	-1
8: Cc1cccc(CCNS(=O)(=O)c2ccc3c(c2)NC(=O)CS3)c1
    4	1.3	-7	0	5	-0.4	96	4	-0.2	0
9: CC(OC(=O)Cn1[nH]c(=O)c2ccccc2c1=O)C(=O)c1ccccc1 (stereo not drawn)
    -1	3.4	2	-4	10	0.2	96	-3	-0.2	3
10: COc1ccc(CN2CCC2(C)C(=O)NCCc2c[nH]c3ccccc23)c2ccccc12 (stereo not drawn)
    7	4.9	0	8	-4	6.4	96	11	0.7	-2
11: CC(C(=O)NCCc1nc2ccccc2[nH]1)n1cc([N+](=O)[O-])cn1 (stereo not drawn)
    1	-2.5	-4	1	-2	-0.6	86	4	0.1	3
12: COC(=O)CN1C(=O)S/C(=C/c2ccc(N3CCCCC3)o2)C1=O
    7	1.9	-8	1	27*	-1.7	138	-3	-0.2	2
13: Cc1cnc(C(=O)OCC(=O)c2c[nH]c3ccccc23)cn1
    5	0.7	2	4	-2	-2.7	122	9	-0.1	3
14: CCOC(=O)N(C)c1c(CC)nc2c(OCc3ccc(Cl)cc3Cl)cccn12
    -8	-3.1	0	-10	7	3.3	94	10	0.5	1
15: O=C(CN1CCOCC1)N/N=C/c1ccccc1
    6	-1.3	4	-2	0	-0.6	101	-1	-0.3	1
16: COc1cc(C(C(=O)NC2CCCCC2)N(Cc2ccco2)C(=O)c2cnccn2)cc(OC)c1OC (stereo not drawn)
    -2	-0.2	2	0	-6	2.1	114	5	0.0	1
17: COCCNC(=O)c1ccccc1-c1nc(-c2ccccc2OC)no1
    4	-2.0	-1	1	-4	-0.8	95	18	0.0	1
18: CC(NC(=O)CSc1nnc(CC(=O)Nc2ccc(Cl)c(Cl)c2)n1C)c1ccccc1 (stereo not drawn)
    2	0.5	-4	0	9	-0.2	96	8	1.0	-2
19: COc1cc(CNCCCO)ccc1OCC(=O)NC(C)(C)C
    10	-0.2	1	-1	-2	-0.7	100	1	-0.2	0
20: Cn1c(SCC(=O)N2CCCCCC2)nc2c([nH]c3ccccc32)c1=O
    2	1.4	1	-4	5	2.7	98	-14	0.1	2
21: CSc1n[nH]c(NC(=O)c2c(-c3c(Cl)cccc3Cl)noc2C)n1
    -1	1.3	-4	2	-7	-0.7	95	5	-0.1	3
22: COc1ccc(C(C(=O)NC2CCCC2)N(CCO)C(=O)Cn2nnc(-c3ccc(C)o3)n2)cc1 (stereo not drawn)
    -3	-1.3	4	2	-14	-0.4	91	7	0.0	1
23: Cc1c(C#N)c2ccccc2n1CC(=O)O
    0	-0.6	-6	-1	5	-2.6	97	6	-0.2	4
24: CCOc1ccc(CNS(=O)(=O)c2ccc3c(c2)CC(=O)N3C)cc1
    3	-2.9	-1	2	-7	-0.4	114	23	0.4	2
25: COC(=O)C1CCN(CC(=O)Nc2ccc3c(c2)OCCO3)CC1
    32*	-1.2	4	12	7	2.6	99	9	0.2	2
26: C=CCc1ccccc1OCCn1nnc2ccccc21
    -1	-0.1	-6	-7	-2	-0.3	95	-2	0.3	1
27: N/C(=N\OC(=O)c1cccc2ccccc12)c1ccc(Br)cc1
    0	0.7	-4	0	-3	-0.7	100	-6	0.1	0
28: C=CCSc1nccc(-c2nn(-c3ccc(C)cc3)ccc2=O)n1
    -8	4.4	20	-2	-1	-0.4	102	-4	-0.3	16
29: Cc1nnc(NC(=O)CSc2nc(C3CCCCC3)nc3ccccc23)s1
    -4	-1.6	1	-5	2	-1.8	100	9	0.1	2
30: CCCCn1nc2cc(C(=O)NCc3ccccc3)ccc2c1OCC
    -9	-0.3	6	-1	2	4.2	98	2	-0.1	-4

2 records drawn at random from those above, as already listed:
Every second line gives: HTR2A ag	MC4R barr agon	Cardio protect	Exocytosis inh	ABHD5 PLIN5 PPI	hiPSC survival	ABCB6 inh MLPCN	MC4R antagonist	aDG glyco up	N-glyco inh
27: N/C(=N\OC(=O)c1cccc2ccccc12)c1ccc(Br)cc1
    0	0.7	-4	0	-3	-0.7	100	-6	0.1	0
25: COC(=O)C1CCN(CC(=O)Nc2ccc3c(c2)OCCO3)CC1
    32*	-1.2	4	12	7	2.6	99	9	0.2	2

Going on with the list.
Every second line gives: HTR2A ag	MC4R barr agon	Cardio protect	Exocytosis inh	ABHD5 PLIN5 PPI	hiPSC survival	ABCB6 inh MLPCN	MC4R antagonist	aDG glyco up	N-glyco inh
31: COc1ccccc1N1CCN(C2CCCN(C(=O)CCN3CCCCO3)C2)CC1 (stereo not drawn)
    0	-0.5	4	-12	1	-0.3	94	1	-0.1	-4
32: COc1ccc2c(=O)c(C(=O)NCc3ccccc3)c[nH]c2c1
    1	-1.0	4	-1	-1	1.5	107	-2	-0.2	0
33: Nc1ccn([C@@H]2O[C@H](CNC(=O)[C@@H](Cc3cccnc3)NC=O)[C@@H](O)[C@H]2O)c(=O)n1
    2	-2.0	4	4	0	7.3	91	4	0.1	2
34: O=C(N=C1SC2CS(=O)(=O)CC2N1c1cccc(Cl)c1)C1CCCO1 (stereo not drawn)
    1	1.1	0	-1	7	-0.2	100	-5	0.3	3
35: Cc1c(C)c2ccc(O[C@@H]3O[C@H](CO)[C@H](O)[C@H](O)[C@H]3O)c(C)c2oc1=O
    -2	0.1	5	-9	4	-1.1	94	9	0.0	0
36: CC1CCN(CC(=O)Nc2nc(-c3ccccc3)cs2)CC1
    0	1.4	7	-1	2	1.9	96	5	0.3	2
37: COc1ccc(-c2c(NC(=O)C(C)C)n(C)c3ccccc3c2=O)cc1
    1	-2.0	3	-1	0	0.1	99	2	-0.1	1
38: O=C1c2ccccc2NC2CCCCCN12 (stereo not drawn)
    1	1.8	5	0	2	0.4	93	8	-0.1	1
39: C#CCNS(=O)(=O)c1ccc(F)cc1Br
    1	-0.9	-1	-3	1	-1.8	98	-1	1.6	0
40: COc1cccc(C(=O)Nc2ccc(C)cc2)c1
    -3	-2.2	-9	-2	-5	-1.5	108	6	0.0	-9
41: Cc1c(Cl)cc(C(C)C)c(O)c1CN1CCOCC1
    1	4.0	-14	-1	2	3.0	98	4	-0.1	-1
42: Cc1nn(C)cc1CN(C)C(=O)c1cc(-c2ccccc2)nc2ccc(Br)cc12
    -2	-4.0	35	-8	-1	0.1	90	1	-0.7	0
43: C=CCOc1cccc(C2/C(=C(\O)c3ccc4c(c3)OCCO4)C(=O)C(=O)N2Cc2cccnc2)c1 (stereo not drawn)
    -1	-1.2	3	4	-1	0.0	97	10	-0.2	-1
44: COc1ccc(C2CC(C(F)(F)F)n3ncc(C(=O)NCC4CCCO4)c3N2)cc1OC (stereo not drawn)
    3	-0.6	8	-7	2	8.1	98	-3	0.4	3
45: Cc1cc(C)c(S(=O)(=O)N2CCCC2=O)c(C)c1N(C)S(C)(=O)=O
    -6	-0.1	1	0	4	0.3	99	9	0.0	0
46: CC1(C)CC(=O)c2cc(OCC(=O)O)ccc2O1
    3	-0.9	10	-1	0	0.3	99	-4	0.0	2
47: O=C(CSc1nc(O)cc(=O)n1-c1ccccc1)Nc1ccc(Br)cn1
    5	1.2	-6	-2	2	-0.1	105	-3	0.0	1
48: O=C(O)c1ccc(N=N/C(=N\Nc2ccc(C(=O)O)cc2)c2ccccc2)cc1
    -2	-4.1	0	-2	5	0.6	90	0	-0.2	1
49: COc1ccc(NC(=O)CCCCCN2C(=O)[C@@H]3Cc4ccccc4CN3C2=O)cc1Cl
    -1	-0.7	-2	1	-3	-0.4	100	3	0.5	-2
50: COc1ccccc1N1CCN(C(=O)CSc2ccc3c(C)cc(C)nc3n2)CC1
    1	-0.8	16	-1	10	-0.4	92	0	0.7	-2
51: COc1ccc(CNC(=O)CN2CCN(C(c3ccccc3)c3ccccc3)CC2)cc1
    -5	-2.2	1	40	5	-0.5	88	-1	-0.3	-3
52: CS(=O)(=O)c1ccc2nc(NC(=O)c3ccc(N4CCCC4=O)cc3)sc2c1
    5	-0.8	-2	-2	-3	0.1	100	-4	0.6	0
53: Cc1[nH]nc2c1C(c1cccc(O)c1)C1=C(CC(C)(C)CC1=O)N2 (stereo not drawn)
    3	-1.5	9	-6	4	-3.9	99	4	0.0	25
54: Cc1cccc(NC(=O)c2cccc(C(=O)Nc3cccc(C)c3)c2)c1
    4	2.3	-6	-4	-1	-0.3	96	3	-0.2	1
55: O=C(CSc1ncc(-c2ccc(F)cc2)[nH]1)N1CCCCC1
    -3	-0.7	-2	-3	0	-0.9	102	3	-0.1	2
56: Cc1ccc(C=Nc2ccccc2C(N)=O)s1
    3	-2.8	33	-1	-5	0.9	101	-20	-0.3	19
57: CC(C)C(=O)COc1c2occc2cc2ccc(=O)oc12
    -3	0.4	3	-3	-9	0.6	104	26	0.0	0
58: O=S(=O)(c1ccccc1)N1CCN(c2ccnc3cc(Cl)ccc23)CC1
    11	0.1	-6	0	3	-0.5	98	2	1.4	-8
59: O=C(O)CNC(=O)/C(=C\c1cccc([N+](=O)[O-])c1)NC(=O)c1ccco1
    3	1.5	2	-3	4	0.7	102	9	-0.2	2
60: CC(C)CNC(=O)c1ccccc1NC(=O)CN(c1ccccc1)S(=O)(=O)N(C)C
    4	-0.6	16	1	-7	-0.7	108	15	0.0	-1
61: Cc1cc(Cl)nc(SCC(=O)c2ccccc2)n1
    5	-0.5	-8	-10	-4	-0.6	98	20	0.1	-2
62: CN(c1ccccc1)c1cc(=O)[nH]c(=O)[nH]1
    7	1.0	1	-1	-3	1.8	100	-1	-0.1	2
63: Cc1[nH]c(=O)c(Cc2ccccc2)c(O)c1C#N
    -5	-1.6	4	-7	1	-0.4	94	-3	0.0	3
64: Cc1cc(C)n(C)c(=O)c1C#N
    -1	-1.4	7	0	1	1.3	91	-1	-0.2	2
65: CCCc1ccc(OCCNC(=O)c2ccccc2Br)cc1
    -4	1.3	-8	-8	-8	-0.3	97	24	0.5	-1
66: CC(C)CNC(=O)CC(c1ccccc1)c1c(O)ccc2ccccc12 (stereo not drawn)
    -1	1.2	-10	4	-4	-0.5	94	3	0.4	2
